# Screening data from PubChem BioAssay.
# Neddyl block: inhibitors of cullin neddylation, primary screen, biochemical, TR-FRET, uHTS, NAE and Ubc12; hit rate 0.58% among 360,000; calls only at 25 µM; NEDD8-conjugating enzyme Ubc12 (Homo sapiens) + NEDD8-activating enzyme E1 regulatory …; AID 651699, 2012; in the data active = inhibition above about 36%
# PABP1 MLLE inh: inhibitors of PABP1 MLLE–PAM2 peptide binding, primary screen, biochemical, fluorescence polarization, FITC-PAM2, GST-MLLE; Polyadenylate-binding protein 1 (Homo sapiens), P11940; inhibition, % at 20 µM; hit rate 0.36% among 360,000; in the data active = inhibition above about 35%, passing the limit was not always enough;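 also: plate controls were DMSO wells with GST-MLLE for no effect and wells lacking GST-MLLE protein for full effect; some results filed as inactive read as strong as hits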
# Target sequence (P11940 whole entry, looked up): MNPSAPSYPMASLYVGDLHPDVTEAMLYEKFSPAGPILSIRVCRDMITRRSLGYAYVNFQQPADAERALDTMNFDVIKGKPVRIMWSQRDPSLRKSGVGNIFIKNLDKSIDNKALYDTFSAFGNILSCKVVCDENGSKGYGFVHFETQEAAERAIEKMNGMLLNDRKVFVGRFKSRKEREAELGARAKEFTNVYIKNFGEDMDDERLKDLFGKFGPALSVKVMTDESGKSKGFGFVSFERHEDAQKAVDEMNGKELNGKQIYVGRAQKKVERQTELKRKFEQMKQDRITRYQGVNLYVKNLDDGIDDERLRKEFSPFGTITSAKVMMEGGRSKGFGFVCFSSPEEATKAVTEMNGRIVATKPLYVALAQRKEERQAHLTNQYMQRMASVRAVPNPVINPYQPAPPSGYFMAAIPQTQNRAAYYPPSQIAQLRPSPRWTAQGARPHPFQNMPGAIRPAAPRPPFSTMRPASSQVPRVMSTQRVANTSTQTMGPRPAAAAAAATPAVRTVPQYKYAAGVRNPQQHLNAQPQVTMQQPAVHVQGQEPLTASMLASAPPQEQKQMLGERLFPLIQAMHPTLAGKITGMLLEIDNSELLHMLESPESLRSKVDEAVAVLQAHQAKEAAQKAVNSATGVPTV
# NadD inh: inhibitors of S. aureus NadD, primary screen, biochemical, colorimetric, uHTS. purified NadD enzyme, colorimetric absorbance read-out. inhibition, % at 20 µM. hit rate 0.78% among 360,000; in the data active = inhibition above about 26%; also: some compounds past the cut are filed as inactive
# Rpn11 block: Rpn11 (PSMD14) deubiquitinase inhibitors, primary screen, biochemical, fluorescence polarization, uHTS; calls only at 20 µM; hit rate 0.59% among 360,000; 26S proteasome non-ATPase regulatory subunit 14 (Homo sapiens), O00487; human 26S proteasome, Ub4-pepOG fluorescence polarization; 20S core pre-blocked with epoxomicin; AID 588493, 2011;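 active = inhibition at 20 µM, scaled to each plate's controls, above about 33%, limit read from the data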
# Target sequence (O00487 whole entry, looked up): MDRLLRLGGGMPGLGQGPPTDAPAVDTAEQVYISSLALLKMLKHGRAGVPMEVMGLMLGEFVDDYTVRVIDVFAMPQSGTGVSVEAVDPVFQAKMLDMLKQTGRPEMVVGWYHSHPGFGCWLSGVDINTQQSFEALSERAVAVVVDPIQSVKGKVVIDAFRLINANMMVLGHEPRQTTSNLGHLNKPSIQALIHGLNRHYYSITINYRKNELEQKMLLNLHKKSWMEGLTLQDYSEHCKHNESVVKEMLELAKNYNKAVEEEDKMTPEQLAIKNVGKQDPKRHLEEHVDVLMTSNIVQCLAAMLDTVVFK
# MT1-MMP act inh: blockers of MT1-MMP proenzyme processing, primary screen, HT1080 RFP-PRO-GFP cells, GFP/RFP fluorescence | GFP/RFP ratio change, % at 20 µM | hit rate 0.061% among 360,000 | GFP/RFP ratio fluorescence, overnight; percent of plate control window, DMSO zero;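 active = GFP/RFP ratio change of at least 30% with cell ATP level not reduced by more than half and red fluorescence within 50% of control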; also: strong numbers were not always called active
#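 system = RFP-PRO-GFP reporter HT1080 cells | dosing = 20 µM single dose, 1% DMSO | timing = overnight cell settling, then overnight compound exposure, 37 °C, 5% CO2 | read-out basis = GFP/RFP fluorescence ratio | controls = DMSO and RFP-L50D-GFP cell wells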
# SKN-1 inh: suppressors of acrylamide-induced Pgst-4::GFP reporter in worms, primary screen, SKN-1 inhibitor project, whole organism, uHTS, GFP/RFP fluorescence ratio, strain VP596; C. elegans VP596 Pgst-4::GFP/RFP ratio, 24 h; inhibition, % at 21.8 µM; hit rate 0.49% among 360,000;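 active = interference check ratio from 0.5 to 1.5 plus GFP to RFP signal ratio inhibition reaching or exceeding a fixed threshold, cut at about 30% in these data, passing the limit was not always enough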; also: some compounds called inactive have numbers as strong as hits
# CSN deneddyl inh: inhibitors of CSN-mediated cullin deneddylation, primary screen, biochemical, fluorescence polarization, uHTS. COP9 signalosome complex subunit 5 (Homo sapiens), Q92905. Purified CSN, SCF-Nedd8-OG deneddylation. inhibition, % at 12.5 µM. hit rate 0.38% among 360,000;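 active = pattern-corrected inhibition above about 35%, with an unprinted fluorescence ratio check between 0.5 and 1.5, limit read from the data, passing the limit was not always enough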;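 also: 0% = enzyme with substrate and 100% = substrate without enzyme; some results filed as inactive read as strong as hits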
#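 Material: purified human Csn5 enzyme expressed in HEK293T cells / Medium: Tris buffer pH 7.5, NaCl, DTT, Tween-20, trehalose, ovalbumin / Compound dosing: 12.5 µM single point / Schedule: 90 min incubation of compound, enzyme and substrate at room temperature / Signal: fluorescence polarization of the substrate / Control set: no-enzyme wells high, enzyme-with-substrate wells low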
# FAS TE block: FAS thioesterase domain inhibitors, primary screen, biochemical, fluorescence intensity, uHTS; recombinant FAS-TE, OMFH fluorogenic substrate, fluorescence endpoint; inhibition, % at 15 µM; hit rate 0.67% among 360,000; AID 602261, 2012;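 active = compounds whose normalised, plate-corrected inhibition of enzyme fluorescence in the single-dose primary screen is 50% or more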;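 also: 0% = DMSO with enzyme and 100% = substrate without enzyme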
# Rin1-Abl PPI inh: inhibitors of Rin1-Abl protein binding, primary screen, biochemical, TR-FRET; Tyrosine-protein kinase ABL1 (Homo sapiens) + Ras and Rab interactor 1 (Homo sapiens), …; inhibition, % at 7.35 µM; hit rate 0.4% among 360,000; in the data active = inhibition above about 5%, passing the limit was not always enough
# Active calls of the source: *; i = inactive; x = no result given; + = active, no number.
# Every second line gives: Neddyl block, PABP1 MLLE inh, NadD inh, Rpn11 block, MT1-MMP act inh, SKN-1 inh, CSN deneddyl inh, FAS TE block, Rin1-Abl PPI inh
- COc1ccc(CCNC(=O)C2CC(c3cccc(F)c3)=NO2)cc1 (stereo unspecified)
→ i, -3, -12, i, 1, 14, 3, -2, -2
- COc1ccccc1N1C(=O)C(=O)N(C)C1=O
→ i, 11, -9, i, 2, 3, 1, -4, -2
- Cc1ccc(-c2nnn(CC(=O)N3CCCCC3)n2)o1
→ i, 7, -8, i, 0, -1, -12, -14, 3
- Cc1cc(C(=O)OCC(=O)Nc2cc(S(=O)(=O)N(C)C)ccc2C)c2ccccc2n1
→ i, -4, 5, i, -1, 0, -2, 13, -7
- O=C(NCCN1CCOCC1)c1cc(-c2ccc(F)cc2)nc2ccccc12
→ i, 3, -3, i, -1, -21, 0, -6, -1
- O=C(O)c1ccc2c(c1)C(=O)N(c1ccc(OCc3ccccc3)cc1)C2=O
→ i, 3, 4, i, 3, -10, -7, -6, 0
- Cc1cc2nc(C(C)(C)C)c(Cc3ccccc3C(F)(F)F)n2c(C)c1Br
→ i, x, 10, x, 1, 0, 2, 19, x
- O=C(CN1CCN(S(=O)(=O)c2ccc(Cl)cc2)CC1)NC(=O)NC1CCCCC1
→ i, 6, -5, i, 1, -1, 3, 13, 3
- COC(=O)c1ccc(NC(=S)NC2CC3CCC2C3)cc1 (stereo unspecified)
→ i, -7, 1, i, 3, 2, -8, 4, -1
- NS(=O)(=O)c1cc([N+](=O)[O-])ccc1NCc1cccnc1
→ i, 4, -5, i, -1, 8, -4, 8, 0
- CCC1CCCCN1CCCNC(=O)Cn1cc2c(n1)-c1c(oc(C(=O)N3CCCC3)c1C)CC2 (stereo unspecified)
→ i, 0, 1, i, -3, -16, -1, -7, -3
- Cc1ccc(NC(=O)CCC(=O)N/N=C/c2coc3ccccc3c2=O)cc1
→ i, 10, 1, i, -11, -3, 1, -6, 2
- CN(C)c1nc(N)nc(Cn2ccnc2)n1
→ i, -2, 0, i, 2, 7, -4, -8, 3
- COc1cc2c(cc1OC)C1=C(C#N)CN(CC(=O)O)CN1CC2
→ x, -8, 0, i, -5, 0, 8, -4, -2
- COc1cc(/C=N/NC(=O)c2cccnc2)ccc1OC(=O)c1ccc2c(c1)OCO2
→ i, 4, -3, i, 2, 29, 1, -2, 2
- COc1ccc(OCCCC(=O)OC(C)C(=O)Nc2ccc(C)cc2)cc1 (stereo unspecified)
→ i, 0, -11, i, -6, -17, 1, 8, 3
- O=C(Cc1ccccc1)N1N=C(c2ccncc2)CC1(O)C(F)(F)F (stereo unspecified)
→ i, 11, -11, i, -1, 3, -1, -5, -1
- O=C(NCC1CCCO1)c1cnn2c(C(F)F)cc(C3CC3)nc12 (stereo unspecified)
→ i, -6, 1, i, 0, 18, -2, -2, 3
- Cc1cc(C(=O)C(C)OC(=O)c2ccc(NC(=O)CC#N)cc2)c(C)n1-c1ccc(OC(F)F)cc1 (stereo unspecified)
→ i, -30, 28, i, 9, -21, 4, 14, 3
- COc1ccc(NC(=O)C2=CC(c3ccc(C)cc3)=NS(=O)(=O)N2C)cc1
→ i, 12, -2, i, 7, 2, -3, 19, -1
- COc1ccc(C(=O)NCCOc2cccc(Oc3ccccc3)c2)cc1OC
→ i, 6, -8, i, 2, -18, -1, -4, 0
- CC(C)Cn1c(N)c(C(=O)NCCN2CCOCC2)c2nc3ccccc3nc21
→ x, -5, 0, i, -2, 9, 6, 1, -3
- Cc1cc(C)cc(N(C(=O)Cc2cccs2)C(C(=O)NC2CCCCC2)c2ccccn2)c1 (stereo unspecified)
→ i, 0, 1, i, -25, -28, 1, 11, -1
- CCC(CC)c1nnc(NC(=O)C2=NNC(=O)CC2)s1
→ i, -11, 5, i, 2, -2, 2, -5, 0
- Cc1cc(C)n(CC(=O)NNC(=O)c2cncc(Br)c2)n1
→ i, 8, 3, i, 3, 2, -1, -6, 0
- Cc1ccccc1N=C1N=C(N)c2ccccc21
→ i, -15, 0, i, 4, -1, 2, -12, 2
- COc1ccccc1C(=O)NC(=O)Nc1cccc(Cl)c1
→ i, -4, -7, i, -3, 9, 9, 18, 4
- O=C(NCC1CCN(Cc2cccc(Cl)c2)CC1)C1CCCN(c2ncnc3c2nc2n3CCCCC2)C1 (stereo unspecified)
→ i, 1, -2, i, 2, -2, -4, 6, -4
- O=S(=O)(NC1CC(NS(=O)(=O)OCC(Cl)(Cl)Cl)C2CCCCC12)OCC(Cl)(Cl)Cl (stereo unspecified)
→ i, -10, -6, i, -4, 6, 0, 17, 3
- Cn1c(CC(O)c2nc3ccccc3n2C)nc2ccccc21 (stereo unspecified)
→ i, 6, -8, i, -1, 1, -3, -6, 0
- COc1cccc(COC(=O)Nc2ccccc2F)c1
→ i, 1, 1, i, -5, 1, 1, 3, -1
- O=C(CNc1ccccc1-c1ccccc1)NCc1ccccc1
→ i, -1, -4, i, 3, 1, 3, 11, 4
- COC(=O)/C(C#N)=C/c1c(N2CCN(Cc3ccc4c(c3)OCO4)CC2)nc2c(C)cccn2c1=O
→ i, 15, -3, i, 3, 15, 0, -6, -2
- CCCN(C(=O)Cc1coc2cc(C)c(C)cc12)c1c(N)n(Cc2ccccc2)c(=O)[nH]c1=O
→ i, 10, -1, i, 1, -7, -6, -7, 4
- CCOc1ccc(CCNC(=O)CSc2cc(=O)n(C)c3ccc(Cl)cc23)cc1OCC
→ i, 1, -3, i, 3, 10, -3, 1, -3
- COc1nsnc1N1CCOCC1
→ i, 4, -1, i, 3, -10, -9, -9, 1
- CCOC(=O)N1CCN(C2CCCN(C(=O)c3ccccc3N(C)C)C2)CC1 (stereo unspecified)
→ i, -10, 1, i, 0, -35, -2, -3, 3
- CCc1nn(C(CC)C(=O)NCCc2ccc(OC)cc2OC)c(=O)c2cc3occc3n12 (stereo unspecified)
→ i, 0, -3, i, -2, -8, -1, -3, -2
- CC(=O)c1cn(CC(=O)NCc2ccc3c(c2)OCO3)c2ccccc12
→ i, -19, -3, +, 1, 12, 6, 16, -3
- CC1C(=O)N(Cc2cn(CC3CCCCC3)nn2)CCS(=O)(=O)N1Cc1ccc(-c2ccc(F)nc2)cc1 (stereo unspecified)
→ i, -2, 2, i, 0, -10, -3, -1, 1

# Among those listed so far, these contain a Cl atom:
# Every second line gives: Neddyl block, PABP1 MLLE inh, NadD inh, Rpn11 block, MT1-MMP act inh, SKN-1 inh, CSN deneddyl inh, FAS TE block, Rin1-Abl PPI inh
- O=C(CN1CCN(S(=O)(=O)c2ccc(Cl)cc2)CC1)NC(=O)NC1CCCCC1
→ i, 6, -5, i, 1, -1, 3, 13, 3
- COc1ccccc1C(=O)NC(=O)Nc1cccc(Cl)c1
→ i, -4, -7, i, -3, 9, 9, 18, 4
- O=C(NCC1CCN(Cc2cccc(Cl)c2)CC1)C1CCCN(c2ncnc3c2nc2n3CCCCC2)C1 (stereo unspecified)
→ i, 1, -2, i, 2, -2, -4, 6, -4
- O=S(=O)(NC1CC(NS(=O)(=O)OCC(Cl)(Cl)Cl)C2CCCCC12)OCC(Cl)(Cl)Cl (stereo unspecified)
→ i, -10, -6, i, -4, 6, 0, 17, 3
- CCOc1ccc(CCNC(=O)CSc2cc(=O)n(C)c3ccc(Cl)cc23)cc1OCC
→ i, 1, -3, i, 3, 10, -3, 1, -3

# Carrying on.
# Every second line gives: Neddyl block, PABP1 MLLE inh, NadD inh, Rpn11 block, MT1-MMP act inh, SKN-1 inh, CSN deneddyl inh, FAS TE block, Rin1-Abl PPI inh
- CN(C)c1ccc(C=NCCc2ccc(S(N)(=O)=O)cc2)cc1
→ i, 4, -2, i, 4, 9, -2, -1, 0
- NC(=O)NC(=O)COC(=O)c1ccc2c(c1)C(=O)N(Cc1ccccc1)C2=O
→ i, 6, -1, i, 0, -1, 6, -4, 0
- Cc1cccc(NC(=O)C2CCCN(S(=O)(=O)c3ccc(-n4cnnn4)cc3)C2)c1 (stereo unspecified)
→ i, 3, -2, i, -2, -2, 1, 4, 0
- CC(=O)NC12CC3CC(C1)CC(C(=O)N1CCN(S(=O)(=O)c4ccc([N+](=O)[O-])cc4)CC1)(C3)C2
→ i, -11, 12, i, 0, -7, -2, 4, 4
- Cc1ccccc1NC(=O)C1CC(=O)N(c2ccccc2F)C1 (stereo unspecified)
→ i, -6, 2, i, -1, -4, 5, -4, -1
- COC(=O)CCC(=O)N1CCCC(N2CCN(c3ccc(OC)cc3)CC2)C1 (stereo unspecified)
→ i, 1, 3, +, -1, -5, -1, -5, 0
- Cc1[nH]n2c(=O)cc(C(C)(C)C)nc2c1-c1ccccc1
→ x, 15, 5, i, 12, 16, 5, -1, 2
- CCn1c(COC(=O)CNC(=O)c2cc(OC)c(OC)c(OC)c2)nc2cc(S(=O)(=O)N(C)C)ccc21
→ i, 0, -2, i, 1, 20, -3, -4, -2
- COc1ccc(NC(=O)CN2CCN(c3ccc(Cl)cc3)CC2)c(OC)c1
→ i, -6, -1, i, 1, 0, 1, 12, 1
- COc1ccc(CCN(C)Cc2ccc(OC)c(OCc3ccccc3)c2)cc1OC
→ i, 2, -6, i, -3, 6, -4, -5, -2
- COc1ccc(C(=O)Nc2c(N)nc(SCC(=O)N3CCC(C)CC3)[nH]c2=O)cc1OC
→ i, 16, 3, i, -3, -9, 2, -2, 3
- CCCN1CNC(=S)N(c2cccc(C)c2C)C1
→ i, -82, 3, i, 2, -3, 1, -4, -1
- CN(C[C@H](Cc1ccccc1)N(CCN(CCc1ccccc1)N=O)N=O)N=O
→ i, -9, -3, i, 2, 13, 4, 8, -2
- CC(=O)Nc1ccc(Nc2c([N+](=O)[O-])c(=O)n(-c3ccccc3)c3ccccc23)cc1
→ i, 8, 1, i, 3, 0, -8, -5, -2
- C#CCOC(=O)c1ccccc1C(=O)n1nnc2ccccc21
→ i, 2, -4, i, -2, 9, 2, 10, -1
- CCOC(=O)N1CCC2(O)CCCCC2C1c1ccc(F)cc1 (stereo unspecified)
→ i, 3, -7, i, 3, -15, 4, -5, 1
- O=C(CC1SC2=NCCN2C1=O)Nc1ccc(Cl)cc1 (stereo unspecified)
→ i, -42, -2, i, 3, -15, 2, -10, -2
- Cc1c(C#N)c(=O)oc2ccc3ccccc3c12
→ i, -14, 0, i, -6, 20, 5, 22, 4
- COc1ccc(OC)c(-n2c(=S)[nH]c3c(sc(=S)n3-c3ccccc3)c2=O)c1
→ i, 17, 16, i, -1, 20, 0, 27, 0
- CCOc1ccccc1NC(=O)CCc1nnc2ccc(N3CCC4(CC3)OCCO4)nn12
→ i, -10, 6, i, 1, 5, 8, -3, 3
- COc1ccc(C(C)=O)cc1CSc1nnc(-c2ccccc2O)n1-c1ccccc1
→ i, 4, 1, i, 4, 2, 2, 8, -1
